# LEDGF integ inh = blocks HIV-1 LEDGF/p75-dependent DNA integration. actives 0.64% (n = 370,000). inhibition, % at 3.7 µM. TR-FRET IN-LEDGF/p75 DNA integration, Eu/Cy5. AID 743269;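 active = inhibition above the screen-wide mean plus 3 SD, cut at about 13% in these data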;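 also: signal is the Cy5 over europium emission ratio at 671 and 618 nm; 0% = plate median of compound wells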
# TDP2 absorb = TDP2 (human) inhibition, absorbance primary screen; actives 0.34% (n = 370,000); O95551; AID 720702; recombinant TDP2, T5PNP hydrolysis, p-nitrophenol absorbance 415 nm; inhibition, % at 12.8 µM;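 active = inhibition above the mean of all tested compounds plus 3 SD, set per campaign, cut at about 25% in these data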;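 also: 0% = DMSO with enzyme and 100% = buffer with substrate but no TDP2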
#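 System: recombinant human TDP2 / Amount: 120 nM TDP2 per well / Also added: 5 mM T5PNP chromogenic substrate / Doses: 12.8 µM single point, 1% DMSO / Incubation: 2 h at 37 °C / Detection: p-Nitrophenol epi absorbance / Evaluation: % inhibition relative to enzyme-containing and enzyme-free wells / Repeats: singlicate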
# PRMT1 FP inh = blocks human protein arginine methyltransferase 1; Q99873; recombinant PRMT1, activity-based probe fluorescence polarization; inhibition, % at 2.79 µM; actives 1.3% (n = 370,000); AID 652257;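 active = inhibition above about 21% made by adding two undisclosed values, limit read from the data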
# PG9 binder = small molecules binding HIV-1 gp120 antibody PG9; TR-FRET gp120-PG9 antibody binding; inhibition, % at 6.7 µM; actives 0.43% (n = 360,000); AID 624416; in the data active = inhibition above about 8.5%
# TCR-CD3 inh = human TCR-CD3 binding inhibition; TAMRA-labeled TCR probe fluorescence, biochemical; actives 0.37% (n = 360,000); inhibition, % at 9.4 µM; in the data active = inhibition above about 19%;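 also: recombinant mutant TCR 2C K166C tagged with TAMRA read by polarization; 0% = receptor in buffer alone and 100% = receptor with positive control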
# SIAE primary = inhibitors of human sialic acid acetylesterase SIAE | Q9HAT2 | actives 0.69% (n = 370,000) | SIAE FP-Rh probe binding, fluorescence polarization | inhibition, % at 9.66 µM;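 active = inhibition above a cutoff: mean of compounds within the control limits plus 3 SD of those, cut at about 17% in these data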;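 also: 0% = plate median of compound wells and 100% = probe without SIAE protein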
# Target sequence (Q9HAT2 whole entry, looked up): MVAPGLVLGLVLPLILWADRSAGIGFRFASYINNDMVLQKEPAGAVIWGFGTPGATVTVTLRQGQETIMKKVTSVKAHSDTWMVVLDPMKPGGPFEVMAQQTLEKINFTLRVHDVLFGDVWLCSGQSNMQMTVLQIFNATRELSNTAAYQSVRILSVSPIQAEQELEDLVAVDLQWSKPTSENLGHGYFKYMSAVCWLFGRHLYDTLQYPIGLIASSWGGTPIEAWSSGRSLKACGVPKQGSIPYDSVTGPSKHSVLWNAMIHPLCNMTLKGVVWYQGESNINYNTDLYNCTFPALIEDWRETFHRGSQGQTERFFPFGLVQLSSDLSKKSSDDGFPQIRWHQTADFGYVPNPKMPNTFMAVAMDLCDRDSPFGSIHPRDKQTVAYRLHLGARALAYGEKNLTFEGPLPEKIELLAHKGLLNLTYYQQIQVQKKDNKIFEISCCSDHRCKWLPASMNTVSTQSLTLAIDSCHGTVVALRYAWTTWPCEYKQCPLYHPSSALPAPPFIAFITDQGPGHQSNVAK
# HTRA1 inh = blocks human HTRA1 serine peptidase; recombinant HTRA1, FP-rhodamine activity-based probe, fluorescence polarization; actives 0.5% (n = 340,000); Q92743; inhibition, % at 5.96 µM; AID 504803; in the data active = inhibition above about 36%;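 also: 0% = enzyme with DMSO and 100% = wells lacking enzyme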
# Target sequence (Q92743 whole entry, looked up): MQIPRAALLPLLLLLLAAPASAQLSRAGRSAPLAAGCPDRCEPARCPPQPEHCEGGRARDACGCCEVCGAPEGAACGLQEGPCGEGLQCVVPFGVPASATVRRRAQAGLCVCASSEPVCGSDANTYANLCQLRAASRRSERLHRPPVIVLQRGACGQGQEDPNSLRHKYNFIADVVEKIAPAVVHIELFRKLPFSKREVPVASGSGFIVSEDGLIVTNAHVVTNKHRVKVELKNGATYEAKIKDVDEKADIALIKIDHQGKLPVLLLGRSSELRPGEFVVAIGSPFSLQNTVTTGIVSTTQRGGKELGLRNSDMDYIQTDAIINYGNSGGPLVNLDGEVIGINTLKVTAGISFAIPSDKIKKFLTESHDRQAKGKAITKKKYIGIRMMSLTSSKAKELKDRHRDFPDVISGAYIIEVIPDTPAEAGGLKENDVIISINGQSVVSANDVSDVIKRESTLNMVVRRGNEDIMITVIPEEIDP
# mABHD4 FP = inhibitors of mouse ABHD4; Q8VD66; purified mABHD4, FP-Rh probe fluorescence polarization; inhibition, % at 8.92 µM; actives 0.54% (n = 370,000); AID 720543;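 active = inhibition exceeding the mean over every tested compound plus 3 SD, cut at about 30% in these data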;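 also: 0% = plate median of compound wells and 100% = S159A mutant with DMSO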
#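 Test system: mouse ABHD4 enzyme, wild type. Reagent: FP-Rh fluorescent activity-based probe, added after compound pre-incubation. Timing: pre-incubation 45 min, probe exposure 60 min, at 25 °C. Technique: FP readout, ex 525 nm / em 598 nm. Benchmarks: high control S159A mutant with DMSO, low control median of compound wells.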
# Rev-erbA mod = modulates human Rev-erb alpha binding to DNA; AID 1259318; actives 0.79% (n = 370,000); Rev-erbα–FITC-DNA binding, fluorescence polarization, 90 min; P20393; activity, % at 10 µM;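 active = activity above about 14%, limit read from the data; passing the limit was not always enough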;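 also: 0% = DMSO wells with 35 nM protein and 100% = DMSO wells with 750 nM protein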
# rCAG binder = molecules binding r(CAG) RNA repeats; inhibition, % at 3 µM; r(CAG) RNA repeat, TO-PRO-1 dye displacement fluorescence; actives 1.3% (n = 370,000);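 active = inhibition above the plate cutoff, the mean of all test compounds on that plate plus 3 SD, cut at about 35% in these data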;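 also: 0% = DMSO alone and 100% = 100 µM mitoxantrone as full dye displacement; higher means more dye released from RNA so lower well fluorescence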
# Numbers without * were called inactive; x = not tested or not shown; & = joins results of further samples. Not all compounds are listed; rates above refer to the full screens.
SMILES,LEDGF integ inh,TDP2 absorb,PRMT1 FP inh,PG9 binder,TCR-CD3 inh,SIAE primary,HTRA1 inh,mABHD4 FP,Rev-erbA mod,rCAG binder
COCCNS(=O)(=O)c1ccc2c(c1)C(=O)c1cc(S(=O)(=O)NCCOC)ccc1-2,-1,-1,2,0.6,-2,-7,8,7,4,4
NC(=O)c1cnccn1,-2,0,7,-1.5,-1,6,3,6,-2&-6,2
O=C(Oc1ccccc1)N1CCOCC1,1,5,3,1.1,6,-2,4,1,-6,-2
COc1cccc(Nc2ccccc2C(=O)O)c1,-1,-1,2,0.1,8,5,4,4,-4,4
Cc1cc(S(=O)(=O)N2CCN(c3ccccn3)CC2)c(C)cc1Cl,1,-18,6,-1.3,-7,-4,-12,-15,-1,-5
Cc1ccc2nc(/C(C#N)=C\c3ccc(OC(=O)c4cccs4)cc3)[nH]c2c1,-2,6,-2,0.0,1,-47,-34,-23,0,23
Cc1nnc(SCC(=O)N2CCCC(N3CCN(c4ccc(F)cc4)CC3)C2)o1 (stereo not given),2,-4,-3,-2.1,11,7,-3,2,9,-5
NS(=O)(=O)c1cccnc1Nc1ccc(Cl)c(Cl)c1,3,-4,1,2.5,-8,-1,-16,-11,1,1
Cc1ccc(C)c(NC(=S)NCCCN2CCOCC2)c1,1,-1,-7,0.7,3,0,-2,-8,4,-4
CC1(C)Oc2ccc3ccc(=O)oc3c2/C(=C/N)C1=O,3,4,-2,-2.4,1,3,1,1,2,-4
CCOC(=O)C1CCCN(C(=O)c2ccc3c(c2)OCCO3)C1 (stereo not given),2,11,-4,-3.3,1,0,2,4,6,-3
O=C(Cc1ccc(F)cc1)Nc1nccs1,5,10,-4,-1.1,9,-3,-7,-4,3,2
Cc1c(Cl)cccc1N(Cc1ccc(C(=O)O)cc1)S(=O)(=O)c1ccccc1,-1,-2,3,0.0,7,1,-6,-6,4,26
COc1ccc(-c2noc(N3CCCC(C(=O)Nc4cc(F)ccc4F)C3)n2)cc1 (stereo not given),-3,4,8,0.7,-6,-4,-6,1,5,0
c1ccc2c(NCC3CCCO3)nc(-c3ccncc3)nc2c1 (stereo not given),1,14,-3,0.5,-6,2,-2,5,-1,-5
COC(=O)Cc1c(C)c2ccc(O)c(CNCc3ccc(OC)c(OC)c3)c2oc1=O,6,-14,-8,-0.5,6,5,6,-9,-4,-4
Cc1cc(C)cc(-n2nnnc2SCC(=O)Nc2nc(-c3ccc(Cl)cc3)cs2)c1,-2,-2,0,1.6,5,-29,-1,1,-2,6
O=C(C1CCCN(S(=O)(=O)c2cccc3cccnc23)C1)N1CCN(c2ccc(F)cc2)CC1 (stereo not given),0,-2,-1,-1.6,4,-5,-1,2,0,0
O=S1(=O)CCC(NC(=S)SCCOc2ccccc2)C1 (stereo not given),4,13,0,0.3,4,-2,-18,0,-2,-1
O=c1c2ccccc2sc2ccc(Cl)cc12,-1,4,1,-0.6,-3,-1,-9,-6,80*,4
O=c1[nH]c(-[n+]2ccc3ccccc3c2)c(/C=N/N=C(\[O-])c2ccccc2)s1,-1,13,54*,-17,18,6,6,5,6,-5
CC[C@H](C)[C@H](NC(N)=O)C(=O)Nc1ccc(NC(C)=O)cc1,-2,4,-3,-1.7,7,1,0,-4,3,1
O=C1OC(OC2CCCCC2)(c2ccccc2)c2ccccc21 (stereo not given),-5,-5,-3,0.5,1,-8,-24,-6,6,-6
CSc1ccccc1OCc1cc(C(=O)NCCCc2ccccc2)no1,-1,9,-2,-2.4,1,-2,-15,-3,-3,-1
O=C(O)c1ccccc1C(=O)Nc1ccccc1NC(=O)c1ccccc1C(=O)O,-2,6,4,-1.0,-1,-1,x,5,6,7

# Molecules listed so far that contain an NH in an aromatic ring:
SMILES,LEDGF integ inh,TDP2 absorb,PRMT1 FP inh,PG9 binder,TCR-CD3 inh,SIAE primary,HTRA1 inh,mABHD4 FP,Rev-erbA mod,rCAG binder
Cc1ccc2nc(/C(C#N)=C\c3ccc(OC(=O)c4cccs4)cc3)[nH]c2c1,-2,6,-2,0.0,1,-47,-34,-23,0,23
O=c1[nH]c(-[n+]2ccc3ccccc3c2)c(/C=N/N=C(\[O-])c2ccccc2)s1,-1,13,54*,-17,18,6,6,5,6,-5

# Next compounds follow.
SMILES,LEDGF integ inh,TDP2 absorb,PRMT1 FP inh,PG9 binder,TCR-CD3 inh,SIAE primary,HTRA1 inh,mABHD4 FP,Rev-erbA mod,rCAG binder
CC(Oc1ccc(F)cc1)C(=O)Nc1cc(S(=O)(=O)N2CCCCC2)ccc1N1CCN(C)CC1 (stereo not given),2,6,-3,0.3,1,-3,-5,-2,3,1
CN1CCc2ccc(NC(=O)c3ccc(C(F)(F)F)cc3)cc2C1,-2,-5,0,-0.9,-2,-7,-1,-3,-5,2
COC(=O)c1c(C)[nH]c(C(=O)OCC(=O)N(CC(C)C)c2c(N)n(Cc3ccccc3)c(=O)[nH]c2=O)c1C,-3,7,3,2.6,-2,-5,-9,-4,-3,3
CC1CN(c2nn3c(=O)c4ccccc4nc3c3ccccc23)CC(C)O1 (stereo not given),1,12,1,0.2,-2,-2,-7,4,0,2
CS(=O)(=O)N1CCCC(C(=O)NC2CCCCCCC2)C1 (stereo not given),-2,-18,-1,0.5,-5,-4,5,-1,-7,-6
Cc1cnc(CNC(=O)CC2C(=O)NCCN2Cc2cccc(F)c2F)cn1 (stereo not given),1,25*,3,-1.4,5,-5,2,6,-2,0
Cc1cccc(NC(=O)OC2CC3CC2[C@H]2CCCCN2C3)c1 (stereo not given in full),0,6,1,x,x,14,x,0,-3,6
COc1cc(OC)c(N(C)C(=O)CCNC(=O)Cn2cnc3ccccc3c2=O)cc1Cl,-4,-1,0,-2.1,2,7,6,3,-3,-4
O=C(Nc1cccs1)OCCN1CCN(Cc2ccccc2)CCC1=O,1,5,2,-1.0,1,-1,-4,-3,4,-3
O=C(NCc1ccc(F)cc1)C(=O)NCC1OCCN1S(=O)(=O)c1cc(F)ccc1F (stereo not given),0,-5,1,-1.0,7,-18,5,2,-7,5
Cc1ccccc1NC(=O)COc1ccc2c(c1)OC(C)(C)CC2=O,-1,-7,5,-0.5,8,-4,-5,-3,-4,-1
COc1ccc(C(=O)NCCCc2ccccc2)cc1,5,5,-3,0.6,4,1,x,-3,3,-5
C=CCNc1nc(C2(C)CC3(CC(C)(C)OC3=O)C(=O)O2)cs1 (stereo not given),0,1,5,-0.2,-2,3,-1,2,1,3
COC(=O)Cn1c(=NC(=O)c2ccc(OC)c(OC)c2)sc2cc(OC)ccc21,5,-8,-19,33*,7,-3,9,-4,64*,4
CC(C)Cc1cc(C(=O)NCCCN2CCOCC2)no1,0,1,0,0.0,2,1,8,1,1,2
Brc1ccc(CSc2nnc(-c3cccnc3)o2)cc1,4,0,-3,-0.6,0,3,-4,-2,1,-5
COc1ccc(-c2csc3ncnc(Oc4cccc5ccc(C)nc45)c23)cc1,0,-3,-1,0.5,5,-9,-32,-23,6,8
Cc1ccc(C2=CC(=O)CC(C)(C)C2)cc1,0,-9,3,0.5,-13,1,8,-12,2,0
O=C(NNC(=O)c1cc(F)c(F)cc1Cl)c1ccc(NS(=O)(=O)c2cccs2)cc1,0,-4,-4,-0.5,5,-7,8,-2,2,3
Cc1c(C(C)NC(=O)Nc2ccc(F)cc2F)cnn1C (stereo not given),0,15,0,-2.1,5,3,7,0,1,-2
N#Cc1ccc(C(=O)Nc2cc(-c3ccc(F)cc3)nn2-c2ccccc2)cc1,-4,10,2,-1.1,5,3,-14,-1,-1,-1
O=C(Cn1cc([N+](=O)[O-])nc1[N+](=O)[O-])N1CCN(c2ccccc2)CC1,0,-4,-3,-0.4,-1,-7,5,1,-4,1
CCSc1nnc(NC(=O)c2cccnc2Cl)s1,0,-2,0,-1.0,5,2,1,1,-3,0
O=C(NC(=S)Nc1cccnc1)c1ccccc1,4,6,0,-2.1,2,11,-5,0,10,3
COc1nccnc1NS(=O)(=O)c1ccc(NC(=S)NC(=O)c2ccc(F)cc2)cc1,1,7,0,-1.1,-1,-2,-6,-5,1,13

# (next part)
SMILES,LEDGF integ inh,TDP2 absorb,PRMT1 FP inh,PG9 binder,TCR-CD3 inh,SIAE primary,HTRA1 inh,mABHD4 FP,Rev-erbA mod,rCAG binder
Cc1cccn2c(=O)c3cc(C(=O)NC4CCCC4)c(=N)n(C4CCCC4)c3nc12,0,-2,-2,-1.0,2,0,-18,7,2,0
COc1cc2c(cc1OC)CN(C(=O)CN1C(=O)NC3(CCC(C)CC3)C1=O)CC2 (stereo not given),-1,-5,5,0.5,-7,5,13,-6,-6,0
CCCOP(=O)(OCCC)C(Nc1ccc(C(=O)O)cc1)c1ccccc1 (stereo not given),-2,-1,2,0.2,3,-3,-1,2,-5,10
COc1ccc(CNc2nc(C)cc(C)c2C#N)cc1,3,6,1,-1.1,0,1,-9,-5,1,-5
NS(=O)(=O)c1ccc(N2N=C(c3ccc(Br)cc3)CC2c2ccc(F)cc2)cc1 (stereo not given),-3,-3,5,3.9,-4,4,-32,-31,2,21
CN1CCCCC(NC(=O)C2CCCCC2)C1=O (stereo not given),1,3,-6,-1.9,5,-1,x,-6,-3,2
CCCNc1c(NC(=O)c2ccc3c(c2)OCO3)c(=O)oc2ccccc12,-1,-13,0,0.3,-8,2,4,-4,0,1
CCc1cccc(NC(=O)C2CCCN2S(=O)(=O)c2ccccc2C(F)(F)F)c1 (stereo not given),-9,-12,2,0.9,-9,0,-13,-3,-1,-3
Cc1cc(OCC(O)CN(C)C(=O)C(C)Oc2ccccc2)ccc1Cl (stereo not given),3,-11,-4,0.7,-4,2,3,-6,2,-8
Cc1ccc(NC(=O)CCC(=O)NNC(=O)COc2ccccc2)c(C)c1,1,16,2,1.6,7,-2,-2,2,-1,1
COc1cc(OC)cc(-c2n[nH]c(=S)n2-c2ccc3c(c2)OCCO3)c1,1,7,1,1.9,1,1,1,-1,0,9
Cc1cccc(OCC(=O)NNC(=O)c2cccs2)c1,3,15,-2,-0.3,0,3,-6,1,4,1
Cn1c(=O)[nH]c(=O)c2c1nc(SCCO)n2CC(O)COc1ccccc1 (stereo not given),1,1,9,-1.5,2,2,-1,-4,-4,-2
CCOc1ccc(NC2C=CS(=O)(=O)C2)cc1 (stereo not given),1,7,1,-2.2,5,7,6,2,-1,2
CC(=O)Nc1ccc(NC(=O)C(C)OC(=O)CCN=C2NS(=O)(=O)c3ccccc32)cc1 (stereo not given),-3,10,2,-0.4,-3,2,10,8,-4,-4
COc1ccccc1OCC(=O)Nc1ccc2c(c1)OCCO2,0,20,-1,0.2,0,2,5,3,-3,1
Cc1occc1C(=O)NNC(=O)CN1C(=O)NC(C)(c2ccccc2)C1=O (stereo not given),0,3,11,1.7,8,0,-1,1,1,-1

# Assay outcomes (PubChem)
